Source: PubChem BioAssay (National Center for Advancing Translational Sciences (NCATS))
ATXN2 expr inh: Primary qHTS for Inhibitors of ATXN expression; 0.72% of 360,000 active; Potency, µM (doses to about 57 µM), without a hit: top-dose activity change, negative = inhibition, hits mostly inhibitors; HEK-293 ATXN2-luciferase reporter, luminescence, 24 h; AID 1745845, 2022; note: nearly all actives have a fitted effect of over 55% in size
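qHTS (up to 57 uM final) was run with 24 h compound exposure of reporter cells at 37 °C. Each well was multiplexed: SteadyGlo luminescence measured ATXN2-luciferase expression after a fluorogenic Gly-Phe-AFC viability readout (25 uM final).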
KB-3-1 tox: qHTS assay for MDR1-selective chemotherapeutics: Primary screen using the parental adenocarcinoma cell KB-3-1. AID 1347075, 2019. KB-3-1 viability, CellTiter-Glo ATP luminescence, 72 h. 1.4% of 400,000 active. Potency, µM (top dose mostly 46.1 µM), without a hit: at the highest dose activity change, negative = cytotoxic, hits mostly cytotoxic; note: nearly all actives have a fitted effect of over 60% in size
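Parental KB-3-1 viability, qHTS format: 72 h compound exposure, 37 °C; CellTiter-Glo; media-only wells and DMSO plates as controls; concentration-effect fits on corrected data.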
KB-V1 cytotox: qHTS assay for MDR1-selective chemotherapeutics: Primary screen using the drug-selected MDR subline cells KB-V1. AID 1347076, 2019. KB-V1 MDR cells viability, CellTiter-Glo, 72 h. 3.4% of 400,000 active. Potency, µM (titrated, usually from 46.1 µM), for inactives: at the top dose activity change, negative = cytotoxicity, actives largely listed as cytotoxic; note: nearly all actives have a fitted effect of over 60% in size
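Drug-selected KB-V1 cells, grown in DMEM lacking phenol red with 10% FBS, receive compound titrations; after three days at 37 degrees C, surviving cell ATP is quantified by CellTiter-Glo luminescence and responses normalized and curve-fitted.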
Numbers without * were called inactive; ? = inconclusive. Calls come from the whole dose curve; as a rule, active = well fitted curve in the direction sought with a large enough effect; inconclusive = small, poorly fitted or top-dose-only effect, or another doubt; inactive = no such curve, though single readings can be large; an effect the other way counts as inactive or inconclusive. % is set by controls: 0 for no effect and ±100 for the full control effect; potency is the fitted concentration of half-maximal effect. Not all compounds are listed. The share of hits here may be higher or lower than overall.

SMILES	ATXN2 expr inh	KB-3-1 tox	KB-V1 cytotox
CCc1nc(-c2cc(S(=O)(=O)N3CCN(c4ccc(F)cc4)CC3)ccc2OC)no1	4%	-2%	-19%
Cc1ccc(CNC(=O)Cn2cc(C(=O)c3ccc(F)cc3)c(=O)c3ccc(C)nc32)cc1	6%	-7%	0%
CCOC(=O)c1ccccc1NC(=O)NCc1c(-n2cccc2)sc2c1CCCC2	3%	-9%	3%
CCOC(=O)c1ccc(NS(=O)(=O)c2ccc(Br)s2)cc1	-13%	-7%	26%
CCN1CCN(c2csc3ccc(F)cc3c2=O)CC1	20%	6%	?
O=C(CSc1oc(-c2cccs2)nc1S(=O)(=O)c1ccccc1)Nc1ccc(F)cc1	11%	22%	-9%
COc1ccc(NC(=O)/C(C#N)=C/c2cc(C)n(-c3ccc(F)cc3)c2C)cc1	9%	0%	?
O=C(Nc1ccc(C(=O)N2CCN(c3ccc(Cl)cc3)CC2)cc1)c1nsc2ccccc12	1%	-16%	-7%
Cc1ccc(Cl)cc1N1CCN(C(=O)C2CCCN(Cc3nc(-c4cccc(Cl)c4)oc3C)C2)CC1 (stereo not given)	?	?	-26%
CCOC(=O)c1cc2c(=O)n3ccccc3nc2n(CCCOC)c1=NC(=O)C(C)(C)Oc1ccc(Cl)cc1	11%	1%	2%
O=C(COc1ccccc1)Nc1sc2c(c1C(=O)Nc1ccccc1)CCCCC2	11%	-6%	-27%
Cn1nnnc1SCCNCc1ccc(OCc2ccccc2)cc1	8%	-5%	?
CSc1ncc(Cl)c(C(=O)Nc2nc3ccc(F)cc3s2)n1	2%	0%	-3%
Cc1ccc(CNC(=O)c2ccc(-c3nc(CS(=O)c4ccccc4)c(C)o3)cc2)cc1 (stereo not given)	6%	4%	-4%
Cc1ccc(C)c(NC(=O)CSc2nc3c([nH]c4ccccc43)c(=O)n2-c2ccc(F)cc2)c1	-12%	2%	-11%
COc1cccc(CNC(=O)C(NS(=O)(=O)c2ccc3nc(C)sc3c2)C(C)C)c1 (stereo not given)	11%	7%	-19%
CC(=O)c1ccc(NC(=O)CCc2nc(-c3ccc(C)cc3)no2)cc1	-2%	-10%	-10%
COc1ccc(-n2nc(C(=O)NCc3ccc(F)cc3)c3c4ccccc4n(C)c3c2=O)cc1	3%	6%	23%
COc1ccc(CN(C(=O)c2ccccc2F)C2CCS(=O)(=O)C2)cc1 (stereo not given)	6%	-7%	-1%
Cc1cc(C)cc(-n2c(SCC(=O)N3CCCCCC3)nc3c([nH]c4ccccc43)c2=O)c1	1%	1%	-26%
COc1cc(Cl)c(C)cc1NC(=O)CCn1cnc2onc(-c3ccc(F)cc3)c2c1=O	-7%	3%	1%
Cc1ccc(Cn2c(C(=O)Nc3cccc(Cl)c3)cc3sccc32)cc1	-10%	-1%	?
CCOC(=O)c1noc2nc(C)n(CC(=O)Nc3ccc(OC)c(Cl)c3)c(=O)c12	5%	5%	2%
CSc1ccc(CCNC(=O)c2cnc3c(C)cccn3c2=O)cc1	20%	-4%	-11%
Cc1cc(C)cc(Nc2cc(C(=O)NC3CCC(C)CC3)c3ccccc3n2)c1 (stereo not given)	3%	-10%	-16%
CSc1ncc(Cl)c(C(=O)Nc2c(C(=O)Nc3cccc(C)c3)oc3ccccc23)n1	13%	6%	10%
COc1ccc(NC(=O)C(NC(=O)Cc2cccs2)c2ccc(OC)cc2)cc1 (stereo not given)	-5%	0%	-16%
CCc1ccccc1N(C)C(=O)c1cc2c(=O)oc3ccccc3c2s1	12%	3%	33%
Cc1cccc(C)c1NC(=O)c1nc(S(C)(=O)=O)ncc1N(Cc1ccc(C(C)(C)C)cc1)Cc1ccco1	14%	-12%	-13%
Cc1cc(C(=O)N2CCN(c3cccc(C)c3C)CC2)c2c(C)nn(-c3ccccc3)c2n1	-2%	?	4%
Cc1cc(C)c(NC(=O)CN2C(=O)C3(SCC(=O)N3c3ccc(F)cc3)c3ccccc32)c(C)c1 (stereo not given)	0%	-22%	15µM*
CCOC(=O)c1ccc(N2C(=O)c3[nH]nc(-c4ccc(OC)cc4)c3C2c2ccccc2Cl)cc1 (stereo not given)	5%	0%	0%
Cc1cccc(C)c1Nc1c(-c2ccsc2)nc2ccccn12	0%	-19%	-10%
CNC(=O)c1c(NC(=O)Cc2coc3ccc(OC)cc23)sc2c1CCCC2	4%	?	-12%
COc1cc(OC)cc(-c2nc3n(n2)C(c2ccccc2F)C(C(=O)Nc2cccnc2)=C(C)N3)c1 (stereo not given)	-17%	4%	?
COc1ccc(-n2c(SCc3ccccc3)nc3c([nH]c4ccccc43)c2=O)cc1	-3%	15%	-8%
COc1cc(-c2noc(-c3ccc(NCc4ccco4)c([N+](=O)[O-])c3)n2)cc(OC)c1OC	-2%	1%	9%
Cc1ccccc1-c1nc2scc(CCNC(=O)c3ccco3)n2n1	-17%	-5%	18%
O=C(Cn1ncc2c3ccccc3n(Cc3ccccc3)c2c1=O)NCCc1ccc(Cl)cc1	14%	-7%	-15%
Cc1ccc(O)c(NC(=O)CCSc2nc(-c3ccco3)cc(C(F)(F)F)n2)c1	?	-26%	-17%
Cc1ccc(S(=O)(=O)c2nnn3c2nc(N2CCN(c4ccc(F)cc4)CC2)c2cc(Cl)ccc23)cc1C	5%	-5%	0%
Cc1ccc2cccc(NC(=O)c3cccc4c(Br)cccc34)c2n1	2%	?	-7%
COc1ccc2c(c1)c(=O)c(C(=O)c1ccccc1)cn2CC(=O)Nc1ccc2c(c1)OCO2	3%	1%	0%
COc1ccccc1N1CCN(C(=O)c2cc3c(=O)oc4ccc(C)cc4c3s2)CC1	0%	9%	27%
O=C(Nc1cc(Cl)cc(Cl)c1)c1cc(S(=O)(=O)NC2CCCC2)ccc1F	?	?	?
Cc1ccc(CNC(=O)CCCn2c(=O)c3ccccc3n(Cc3ccccc3C)c2=O)cc1	0%	0%	0%
CCC(C)NC(=O)c1ccccc1NC(=O)C1CCN(S(=O)(=O)Cc2ccccc2)CC1 (stereo not given)	-1%	1%	-13%
COc1cc2c(cc1OC)C(COc1ccc(F)cc1)N(C(=O)c1cccc(F)c1)CC2 (stereo not given)	?	5%	-2%
CCN1CCC(N(Cc2ccc(F)cc2)C(=O)Nc2cc(C)ccc2C)CC1	-24%	-5%	4%
Cc1nc2ccccc2n1CCc1nc2c3ccccc3nc(SCC(=O)Nc3ccc(Br)cc3F)n2n1	9%	9%	6%
COc1cc2cc(CNc3ccc(C)cc3)c(=O)n(CC(=O)Nc3ccc(C(C)C)cc3)c2cc1OC	21%	2%	-14%
COc1ccc(CC(=O)NCCc2csc(-c3ccc(C(F)(F)F)cc3)n2)cc1	-1%	-25%	?
Cc1ccc(/C=C/c2onc(C)c2S(=O)(=O)N2CCC(C(=O)Nc3ccccc3C(F)(F)F)CC2)cc1	9%	2%	?
COc1cc2c(cc1OC)n(Cc1cccc(C(F)(F)F)c1)c(=O)n1nc(-c3ccccc3)nc21	9%	30%	?
COc1ccc(CNC(=O)c2cnc(N3CCCC3)nc2C)cc1	7%	-16%	9%
CC(C)NC(=O)Cn1ccc2cc(S(=O)(=O)N3CCCCCC3)ccc21	-7%	6%	-3%
CCOc1cc(C(=O)Nc2cccc(-c3nc4ccccc4o3)c2)cc(OCC)c1OCC	-1%	0%	0%
CCOc1ccc(NC(=O)CSc2nnc(CNC(=O)C34CC5CC(CC(C5)C3)C4)n2CC)cc1	-6%	7%	4%
CCOC(=O)c1[nH]c(C)c(C(=O)NCc2cccc(OC)c2)c1C	1%	-12%	-28%
CCN1c2ccccc2-c2nc(SCC(=O)Nc3cc(C)c(Cl)cc3OC)ncc2S1(=O)=O	-3%	7%	-19%

Two of the compounds above, with values under each structure:
Every second line gives: ATXN2 expr inh, KB-3-1 tox, KB-V1 cytotox
COc1ccc(CC(=O)NCCc2csc(-c3ccc(C(F)(F)F)cc3)n2)cc1
  -1%, -25%, ?
Cc1ccc2cccc(NC(=O)c3cccc4c(Br)cccc34)c2n1
  2%, ?, -7%

A draw from above in order of SMILES length, descending.
SMILES	ATXN2 expr inh	KB-3-1 tox	KB-V1 cytotox
Cc1ccc(/C=C/c2onc(C)c2S(=O)(=O)N2CCC(C(=O)Nc3ccccc3C(F)(F)F)CC2)cc1	9%	2%	?
COc1cc(OC)cc(-c2nc3n(n2)C(c2ccccc2F)C(C(=O)Nc2cccnc2)=C(C)N3)c1 (stereo not given)	-17%	4%	?
COc1cc(-c2noc(-c3ccc(NCc4ccco4)c([N+](=O)[O-])c3)n2)cc(OC)c1OC	-2%	1%	9%
COc1cc2c(cc1OC)n(Cc1cccc(C(F)(F)F)c1)c(=O)n1nc(-c3ccccc3)nc21	9%	30%	?
COc1ccc2c(c1)c(=O)c(C(=O)c1ccccc1)cn2CC(=O)Nc1ccc2c(c1)OCO2	3%	1%	0%
Cc1nc2ccccc2n1CCc1nc2c3ccccc3nc(SCC(=O)Nc3ccc(Br)cc3F)n2n1	9%	9%	6%
CCN1c2ccccc2-c2nc(SCC(=O)Nc3cc(C)c(Cl)cc3OC)ncc2S1(=O)=O	-3%	7%	-19%
CCC(C)NC(=O)c1ccccc1NC(=O)C1CCN(S(=O)(=O)Cc2ccccc2)CC1 (stereo not given)	-1%	1%	-13%
O=C(Cn1ncc2c3ccccc3n(Cc3ccccc3)c2c1=O)NCCc1ccc(Cl)cc1	14%	-7%	-15%
CCOc1cc(C(=O)Nc2cccc(-c3nc4ccccc4o3)c2)cc(OCC)c1OCC	-1%	0%	0%
O=C(Nc1cc(Cl)cc(Cl)c1)c1cc(S(=O)(=O)NC2CCCC2)ccc1F	?	?	?
COc1ccc(CC(=O)NCCc2csc(-c3ccc(C(F)(F)F)cc3)n2)cc1	-1%	-25%	?
CC(C)NC(=O)Cn1ccc2cc(S(=O)(=O)N3CCCCCC3)ccc21	-7%	6%	-3%
CCOC(=O)c1[nH]c(C)c(C(=O)NCc2cccc(OC)c2)c1C	1%	-12%	-28%
Cc1ccc2cccc(NC(=O)c3cccc4c(Br)cccc34)c2n1	2%	?	-7%
Cc1ccccc1-c1nc2scc(CCNC(=O)c3ccco3)n2n1	-17%	-5%	18%
COc1ccc(CNC(=O)c2cnc(N3CCCC3)nc2C)cc1	7%	-16%	9%

Next compounds follow.
SMILES	ATXN2 expr inh	KB-3-1 tox	KB-V1 cytotox
O=C(c1cc(-c2ccc(Cl)cc2)on1)N(Cc1ccc(F)cc1)Cc1ccco1	-2%	-4%	1%
CCOc1ccc(S(=O)(=O)N(CC(=O)NCCSCc2ccccc2)c2ccccc2)cc1	-1%	1%	0%
CCc1cccc(NC(=O)c2cc3c(=O)[nH]c4ccccc4c3n2C)c1	-11%	0%	-15%
COc1ccc(N2CCN(C(=O)c3oc4ccccc4c3NC(=O)c3ccccc3OC)CC2)cc1	-9%	-22%	6%
CCCOc1ccc(-c2nn(-c3ccccc3)cc2C2NC(=O)NC(C)=C2C(=O)OC)cc1 (stereo not given)	?	15%	-22%
CC(=O)c1ccc(NC(=O)CN(C)S(=O)(=O)c2cnc[nH]2)cc1	12%	-7%	17%
O=C(CN1C(=O)C2CCCCN2c2ccc(C(=O)N3CCCC3)cc21)NCc1cccc(Cl)c1 (stereo not given)	1%	-29%	-11%
CC(=O)Nc1ccc(NC(=O)CSc2nc3ccccc3nc2N2CCOCC2)cc1	10%	-3%	14%
